Assay outcomes: PubChem BioAssay, National Center for Advancing Translational Sciences (NCATS)
Pol iota inh: qHTS for Inhibitors of Polymerase Iota. DNA polymerase iota (Homo sapiens), Q9UNA4. Pol iota fluorescent replication assay, 10 min. Potency, µM (highest dose often 115 µM), for inactives: top-dose activity, negative = inhibition, actives largely listed as inhibitors. actives 1% (n = 390,000)
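Fluorescent replication assay read twice, at 0 min and 10 min after adding 50 nM (final) substrate. Enzyme (10 nM) and compounds were first incubated 15 min at room temperature; enzyme-free buffer wells were negative controls.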
POLK inh: qHTS for Inhibitors of Polymerase Kappa; purified Pol kappa, fluorescent DNA synthesis assay, 10 min; actives 0.53% (n = 400,000); Potency, µM (highest dose often 107 µM), for the others: top-dose activity, negative = inhibition, actives largely listed as inhibitors; DNA polymerase kappa (Homo sapiens), Q9UBT6; AID 588579, 2011; further: on the % scale 0 is the no-effect control and ±100 the full control effect
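Enzyme at 10 nM met test compounds for 15 min at room temperature. Substrate addition (50 nM final) began the reaction, which was monitored by fluorescence at 0 and 10 min.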
Pol beta inh: qHTS Assay for Inhibitors of DNA Polymerase Beta; P06746; Pol beta primer extension/strand displacement, fluorescence kinetic; Potency, µM (doses to about 114 µM), without a hit: at the top dose activity change, negative = inhibition, usual class: inhibitors; actives 1.3% (n = 340,000); AID 485314, 2010; further: on the % scale 0 is the no-effect control and ±100 the full control effect
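Enzyme-only controls used 10 nM Pol beta; buffer lacking enzyme served as negative control. Compound preincubated 15 min, then 50 nM substrate added; 0 and 10 min reads at room temperature.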
G9a inh: qHTS Assay for Inhibitors of Histone Lysine Methyltransferase G9a | Histone-lysine N-methyltransferase EHMT2 (Homo sapiens), Q96KQ7 | G9a H3K9 monomethylation, AlphaScreen, 2 h | Potency, µM (highest dose often 102 µM), for inactives: at the top dose activity, negative = inhibition, actives largely listed as inhibitors | actives 8.8% (n = 350,000); further: on the % scale 0 is the no-effect control and ±100 the full control effect; nearly all actives have a fitted effect of over 75% in size
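Step 1: enzyme (final 20 nM) with compound, 15 min RT. Step 2: substrate peptide 500 nM and SAM 20 uM, 2 h RT. Step 3: anti-H3K9me1 antibody and AlphaScreen beads, 10 min, then plate read.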
POLH inh: qHTS for Inhibitors of Polymerase Eta; DNA polymerase eta (Homo sapiens), Q9Y253; recombinant Pol eta, fluorescent DNA replication assay; Potency, µM (series often up to 114 µM), for the others: at the top dose activity change, negative = inhibition, most hits filed as inhibitors; actives 1.2% (n = 390,000); AID 588591, 2011; further: on the % scale 0 is the no-effect control and ±100 the full control effect
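Fluorescent replication assay: 50 nM final substrate added after a 15 min room-temperature compound preincubation with 10 nM enzyme. Signal taken at 0 min and again at 10 min.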
BAZ2B inh: qHTS Assay for Inhibitors of BAZ2B | Bromodomain adjacent to zinc finger domain protein 2B (Homo sapiens), Q9UIF8 | Potency, µM (top dose mostly 114 µM), for inactives: top-dose activity change, negative = inhibition, hits mostly inhibitors | AlphaScreen BAZ2B-H3K14Ac peptide displacement | actives 4.4% (n = 360,000); further: on the % scale 0 is the no-effect control and ±100 the full control effect; nearly all actives have a fitted effect of over 60% in size
Target sequence (Q9UIF8 whole entry, looked up, the tested form may be a part): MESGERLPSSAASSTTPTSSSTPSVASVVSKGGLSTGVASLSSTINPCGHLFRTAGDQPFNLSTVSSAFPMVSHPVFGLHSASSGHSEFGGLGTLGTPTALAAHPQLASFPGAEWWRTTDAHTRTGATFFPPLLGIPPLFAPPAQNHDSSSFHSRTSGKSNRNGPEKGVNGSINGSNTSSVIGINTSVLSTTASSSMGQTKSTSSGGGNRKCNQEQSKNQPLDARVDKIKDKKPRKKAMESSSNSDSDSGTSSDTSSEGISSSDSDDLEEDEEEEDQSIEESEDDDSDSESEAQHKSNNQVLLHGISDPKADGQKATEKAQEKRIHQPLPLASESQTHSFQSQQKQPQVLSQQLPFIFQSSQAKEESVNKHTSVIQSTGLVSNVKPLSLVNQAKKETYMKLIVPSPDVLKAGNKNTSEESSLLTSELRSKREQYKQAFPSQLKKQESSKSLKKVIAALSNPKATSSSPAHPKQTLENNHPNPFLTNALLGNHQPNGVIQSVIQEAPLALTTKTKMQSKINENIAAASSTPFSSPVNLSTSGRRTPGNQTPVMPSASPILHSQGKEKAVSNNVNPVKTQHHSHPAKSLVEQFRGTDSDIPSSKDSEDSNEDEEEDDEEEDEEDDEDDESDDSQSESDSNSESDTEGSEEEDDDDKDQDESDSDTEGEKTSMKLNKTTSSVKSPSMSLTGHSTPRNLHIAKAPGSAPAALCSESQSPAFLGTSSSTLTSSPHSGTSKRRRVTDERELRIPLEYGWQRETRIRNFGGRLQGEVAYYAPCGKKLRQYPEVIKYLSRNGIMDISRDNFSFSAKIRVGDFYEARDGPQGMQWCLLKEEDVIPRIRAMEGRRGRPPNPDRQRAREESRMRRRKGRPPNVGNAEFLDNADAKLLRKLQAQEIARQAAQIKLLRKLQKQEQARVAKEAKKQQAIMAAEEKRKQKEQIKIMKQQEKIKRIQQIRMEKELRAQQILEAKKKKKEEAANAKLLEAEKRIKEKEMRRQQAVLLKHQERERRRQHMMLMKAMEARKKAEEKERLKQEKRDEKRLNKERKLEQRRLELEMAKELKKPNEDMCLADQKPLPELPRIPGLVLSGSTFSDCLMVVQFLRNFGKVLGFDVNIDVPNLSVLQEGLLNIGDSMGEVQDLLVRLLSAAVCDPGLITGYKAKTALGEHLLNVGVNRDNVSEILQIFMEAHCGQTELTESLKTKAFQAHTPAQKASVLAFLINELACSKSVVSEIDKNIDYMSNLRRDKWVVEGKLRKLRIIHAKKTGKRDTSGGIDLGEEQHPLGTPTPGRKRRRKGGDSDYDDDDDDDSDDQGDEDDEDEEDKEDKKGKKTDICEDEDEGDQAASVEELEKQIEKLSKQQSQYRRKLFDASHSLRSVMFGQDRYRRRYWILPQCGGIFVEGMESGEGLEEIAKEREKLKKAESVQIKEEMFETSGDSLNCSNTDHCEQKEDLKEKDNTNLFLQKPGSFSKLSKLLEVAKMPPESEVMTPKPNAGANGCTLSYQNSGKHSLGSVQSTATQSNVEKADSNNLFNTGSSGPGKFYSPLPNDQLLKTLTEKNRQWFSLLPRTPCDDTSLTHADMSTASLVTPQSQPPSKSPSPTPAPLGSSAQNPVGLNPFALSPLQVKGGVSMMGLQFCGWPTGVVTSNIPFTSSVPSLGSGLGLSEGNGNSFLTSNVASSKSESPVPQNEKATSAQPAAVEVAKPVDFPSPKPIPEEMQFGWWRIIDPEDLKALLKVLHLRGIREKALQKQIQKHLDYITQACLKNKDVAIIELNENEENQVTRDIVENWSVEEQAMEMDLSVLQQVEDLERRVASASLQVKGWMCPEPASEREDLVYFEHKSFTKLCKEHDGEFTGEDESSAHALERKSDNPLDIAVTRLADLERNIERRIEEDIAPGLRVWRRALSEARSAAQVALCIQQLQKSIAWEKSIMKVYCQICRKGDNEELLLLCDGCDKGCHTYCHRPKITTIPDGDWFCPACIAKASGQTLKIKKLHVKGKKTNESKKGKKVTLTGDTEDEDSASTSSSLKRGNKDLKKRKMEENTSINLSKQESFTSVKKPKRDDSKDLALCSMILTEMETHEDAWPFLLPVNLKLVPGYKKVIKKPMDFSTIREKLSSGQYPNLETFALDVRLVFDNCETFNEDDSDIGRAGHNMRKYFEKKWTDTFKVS
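Protein-peptide AlphaScreen: BAZ2B 50 nM, b-H3K14Ac 50 nM, 1x PBS pH 7.4 + 0.01% Tween-20. Preincubation 30 min RT; cpd 30 min RT (top 110 uM); beads 20 min RT, light-protected.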
BLM inh: qHTS Assay for Inhibitors of Bloom's syndrome helicase (BLM); RecQ-like DNA helicase BLM (Homo sapiens), P54132; recombinant BLM DNA unwinding, fluorescence dequenching; Potency, µM (series often up to 56.1 µM), for the others: at the top dose activity change, negative = inhibition, hits mostly inhibitors; actives 0.2% (n = 350,000); AID 2528, 2010;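 further: plate controls were vehicle for no effect and no enzyme for full effect; nearly all actives have a fitted effect of over 35% in size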
JMJD2A Tudor: qHTS Assay for Inhibitors of JMJD2A-Tudor Domain; Lysine-specific demethylase 4A (Homo sapiens), O75164; AlphaScreen JMJD2A-Tudor / H3K4me3 peptide binding; Potency, µM (titrated, usually from 114 µM), for inactives: at the highest dose activity change, negative = inhibition, actives largely listed as inhibitors; actives 4.4% (n = 390,000); AID 504339, 2011; further: on the % scale 0 is the no-effect control and ±100 the full control effect; nearly all actives have a fitted effect of over 50% in size
APE1 inh: qHTS Assay for Inhibitors of the Human Apurinic/apyrimidinic Endonuclease 1 (APE1); AID 2517, 2012; Potency, µM (top dose mostly 65.8 µM), without a hit: top-dose activity change, negative = inhibition, most hits filed as inhibitors; recombinant APE1, TAMRA/BHQ-2 abasic DNA cleavage fluorescence; actives 0.35% (n = 350,000); DNA repair nuclease/redox regulator APEX1 (Homo sapiens), P27695;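 further: plate controls were vehicle for no effect and reference inhibitor for full effect; nearly all actives have a fitted effect of over 55% in size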
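Enzyme (0.75 nM final) and test compound are incubated 15 min at room temperature before adding 50 nM quenched THF abasic-site duplex. Cleavage dequenches TAMRA, followed at 525/598 nm over three reads one minute apart.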
Active calls of the source: *; ? = inconclusive; . = not tested or not shown; [ ] = dose if it differs, or a comment. The call rests on the fitted dose curve; in most records, active means well fitted curve in the direction sought with a large enough effect; inconclusive means small, poorly fitted or top-dose-only effect, or another doubt; inactive means no such curve, though single readings can be large; an effect the other way counts as inactive or inconclusive. Potency means the concentration at half of the fitted maximal effect. An excerpt; the hit share may differ from the screen's.

SMILES | Pol iota inh | POLK inh | Pol beta inh | G9a inh | POLH inh | BAZ2B inh | BLM inh | JMJD2A Tudor | APE1 inh
O=C(Nc1c2c(nn1-c1ccc([N+](=O)[O-])cc1)CS(=O)(=O)C2)c1cccs1 | -7.5% | 11.7% | -1.2% | 0.4%[59 µM] | -9.1% | -2.1% | -1.2% | -16.7% | 66.7%
CC1CC2=C(C(=O)O1)C(C)Nc1ccccc1N2 (stereo not given) | -7.3% | -4.5% | 3.1% | 15.6%[59 µM] | -16.5% | 8.8% | 3.7% | -6.8% | 6.3%
O=c1ccn([C@@H]2O[C@H](CNS(=O)(=O)c3csc(-c4ccno4)c3)[C@@H](O)[C@H]2O)c(=O)[nH]1 | 9.1% | 1.7% | . | . | -6.9% | . | . | -13.7% | .
CC(C)N(C(=O)C[n+]1ccsc1N)c1ccccc1 | -11.2% | -6.0% | -0.3% | -2.2% | -13.8% | 8.5% | 3.8% | -9.7% | 8.2%
CCN(CC)c1ccc(NC(=O)c2cccc(F)c2)c(C)c1 | -7.1% | 0.9% | 3.6% | 28.2µM* | -14.5% | -10.1%[57.1 µM] | -4.8% | ? | 0.4%
COc1ccc(S(=O)(=O)Nc2c(C(=O)O)[nH]c3ccc(OC)cc23)cc1 | 73.5%[activator] | -8.8% | -0.3% | 7.94µM* | -16.7% | ? | -7.7% | 20µM* | 16.3%
Cc1ccccc1N=C(NOCc1ccc(Cl)cc1Cl)c1nonc1N | -17.9% | -1.2% | 4.8% | 18.2% | -12.1% | 13.8% | 1.0% | 11.7% | ?
Cc1ccc(CN2C(=O)C(CC(C)C)Nc3ncnc(N4CCN(c5ccccn5)CC4)c32)cc1 (stereo not given) | ? | -9.7% | . | ? | -10.7% | ? | . | 79.4µM* | -16.4%
O=C(O)CSc1nnc(-c2cccc(S(=O)(=O)N3CCOCC3)c2)n1-c1cccc(Cl)c1 | -22.4% | -17.4% | -11.8% | 7.6%[59 µM] | 2.3% | 1.9% | -8.6% | -6.4% | 0.1%
C=CCn1cnc2c(c1=O)c1nc3ccccc3nc1n2/N=C/c1cccc(OC)c1 | 5.2% | -6.2% | -15.8% | 8.6%[2.33 µM] | -10.8% | -11.7% | -0.5% | -11.2% | -1.7%
COc1ccc(NC(=O)c2ccc(-n3cncn3)c([N+](=O)[O-])c2)cc1 | 3.9% | -13.9% | 0.5% | ? | -5.1% | -27.0% | -5.0% | -14.7% | -8.2%
Cc1cccc(C(=O)N2CCc3cc(CNC(=O)COc4ccc(Cl)cc4)ccc32)c1 | 21.1% | -3.4%[60.1 µM] | -27.5% | -22.2%[59 µM] | -7.5% | -8.2% | -6.8% | -24.3% | .

Whole records, quoted from the list. Order of values: Pol iota inh	POLK inh	Pol beta inh	G9a inh	POLH inh	BAZ2B inh	BLM inh	JMJD2A Tudor	APE1 inh
O=C(Nc1c2c(nn1-c1ccc([N+](=O)[O-])cc1)CS(=O)(=O)C2)c1cccs1 reads -7.5%	11.7%	-1.2%	0.4%[59 µM]	-9.1%	-2.1%	-1.2%	-16.7%	66.7%
Cc1cccc(C(=O)N2CCc3cc(CNC(=O)COc4ccc(Cl)cc4)ccc32)c1 reads 21.1%	-3.4%[60.1 µM]	-27.5%	-22.2%[59 µM]	-7.5%	-8.2%	-6.8%	-24.3%	.

Next section:
SMILES | Pol iota inh | POLK inh | Pol beta inh | G9a inh | POLH inh | BAZ2B inh | BLM inh | JMJD2A Tudor | APE1 inh
Cc1cc(C)c2c(n1)SCC(=O)N2CC(=O)Nc1ccc(Br)c(C)c1 | -11.3% | -3.5% | 17.7% | . | -4.0% | -24.5% | -4.4% | -18.4% | -11.5%
CCN(CC)C(=O)CSc1nc2cc3c(cc2c(=O)n1Cc1ccc(OC)cc1)OCO3 | 81.5%[activator] | 3.0% | -27.0% | ? | -23.3% | 56.2µM* | 0.5% | 79.4µM* | 6.3%
O=C(CSCc1cccs1)N1CCCC1 | 1.7% | -12.8% | -2.7% | 6.2%[12.7 µM] | 2.2% | -0.3% | 3.2% | -12.5% | 0.3%
Oc1ccc(-n2nnnc2SCc2ccccc2Br)cc1 | 16.3% | 4.4% | 24.9% | . | -18.2% | 7.0% | -10.0% | -9.0% | -7.0%
Cc1ccc(-c2c(C(=O)N3CCN(c4cccc(C)c4)C(C)C3)oc(=O)c3ccccc23)cc1 (stereo not given) | 18.4% | -0.9% | -1.7% | -45.4%[59 µM] | -21.0% | . | -6.7% | ? | .
O=C(Nc1nc(-c2ccc(F)cc2)cs1)c1cccc(N2C(=O)CCC2=O)c1 | -2.9% | -3.3% | -0.3% | -1.4% | -15.3% | -23.8% | -3.0% | -14.6% | 17.4%
CC(=O)c1cnc2c(-c3ccc(Cl)cc3)c(C)nn2c1C | 15.2% | -2.2% | 19.4% | -12.3%[59 µM] | -13.9% | 8.9% | -13.1% | -3.9% | 1.8%
CCOC(=O)c1ccc(N2C(=O)c3cccc4c(C(=O)O)ccc(c34)C2=O)cc1 | -6.0% | -8.4% | 14.9% | . | -5.9% | -32.2% | -3.7% | -11.1% | -8.5%
COc1cc(OC)c(NC(=S)NCc2ccccc2)cc1Cl | 108.7%[activator] | -12.0% | -20.1% | ? | -27.1% | -1.1% | -5.9% | -24.4% | -8.2%
CS(=O)(=O)c1ccc(NC(=O)c2cccc(-n3cnnn3)c2)cc1 | 26.6% | 0.1% | . | -0.4%[12.7 µM] | 1.9% | 10.3% | . | -3.4% | 6.3%
O=C(COC(=O)c1cccnc1Cl)NCCC1=CCCCC1 | 87.2%[activator] | -12.4% | 0.2% | -6.3% | -4.8% | -18.2% | -5.8% | 7.4% | -3.6%
COc1ccccc1CNC(=O)C1CC2Cn3c(nc4cc(Cl)c(Cl)cc43)C2N1C (stereo not given) | -27.5% | 2.8% | . | . | -6.8% | . | . | ? | .
CC1(c2ccccc2)CC2CC(c3ccccc3)N1O2 (stereo not given) | 5.5%[58.9 µM] | 3.9% | -18.0% | 5.3%[59 µM] | -16.3% | 3.3% | -4.3% | 15.2% | 2.9%
NC(=O)Cn1c(=O)n(CCCCCC(=O)NCc2ccccc2)c(=O)c2sccc21 | -11.2% | 3.8% | -2.5% | 4.0%[59 µM] | . | 6.8% | -2.0% | 14.7% | .
COC(=O)c1sccc1S(=O)(=O)N(CC(=O)NCc1ccc(C)cc1)c1ccc(C)c(C)c1 | 11.6% | 0.0% | 0.1% | 14.0%[59 µM] | -0.9% | -0.7% | 0.7% | -25.0% | .
O=C(Nc1ccccc1C(=O)O)c1ccc(NC(=O)C2CCCCC2)cc1 | 7.2% | -1.2% | 15.8% | 37.8% | -10.9% | 0.0% | 0.9% | -9.0% | 31.5%
COC(=O)c1ccc(CSc2nc3c([nH]c4ccccc43)c(=O)n2-c2cccc(OC)c2)o1 | 0.0% | -6.4%[60.1 µM] | -2.3% | -31.9%[59 µM] | -21.5% | -19.0% | -7.2% | -25.8% | .
O=C(CC1C(=O)N(Cc2ccccc2)C(=S)N1CCN1CCOCC1)Nc1ccc(F)cc1 (stereo not given) | 98.7%[activator] | -7.0% | -5.1% | . | -17.3% | -12.1% | -5.2% | -20.3% | 7.1%
Cc1ccccc1CN1CCN(CC(=O)NC(C)c2ccccc2)CC1 (stereo not given) | 48.0%[activator] | ? | 25.4% | -8.9% | 1.4% | 5.9% | -1.7% | -22.8% | 15.3%
O=C(O)c1ccc(N2CCOCC2)c(N2C(=O)C3C4C=CC(C4)C3C2=O)c1 (stereo not given) | 1.8% | 1.8% | -1.1% | 6.7% | -16.3% | -18.6% | 2.7% | -2.8% | 2.8%
Cc1ccc(-n2nnnc2SCC(=O)NC(C(=O)O)(c2ccccc2)c2ccccc2)cc1C | 62.2%[activator] | 5.8% | ? | ? | -17.3% | 10.5% | -0.3% | -8.8% | 26.1%
Cc1ccc2nc(NCc3ccccc3)c(C#N)cc2c1 | 52.2%[activator] | -16.8% | -21.5% | 18.5% | -25.7% | 9.5% | 0.1% | 34.2% | -1.9%
COc1ccc(C)cc1NC(=O)NC(C)c1c(-n2cccc2)sc(C)c1C (stereo not given) | 2.2% | -1.6% | 2.9% | -27.0%[59 µM] | . | ? | -9.4% | ? | .
CCN1C(=O)C(O)(c2c(C)[nH]c3ccccc23)c2ccccc21 (stereo not given) | 21.4% | 3.1% | 21.2% | 14.0%[59 µM] | -17.2% | 0.0% | -0.1% | -4.1% | .
Cn1cnc([N+](=O)[O-])c1Nc1ccc(O)cc1 | ? | -0.8% | 20.4% | 25.1µM* | 5.5% | -16.6% | -11.5% | -14.2% | -6.6%
CCN(CC)CCCNC(=O)c1sc2nc3n(c(=O)c2c1C)CCCCC3 | 18.8% | -0.2% | 7.5% | ? | -8.8% | -10.6% | 2.3% | 3.0% | .
O=C(CN1CCCC1)N/N=C/c1ccc(-c2cccc(Cl)c2)o1 | 2.3% | -2.1% | -14.7% | -34.7%[59 µM] | -19.1% | -35.7%[57.1 µM] | -2.5% | ? | 2.0%
O=C1CN(C(=O)COc2ccccc2F)c2ccccc2N1 | 17.1% | -16.7% | 15.1% | 50.1µM* | -5.3% | 4.4% | 1.2% | -19.3% | 4.2%
CC1(CCOCc2ccccc2)NC(=O)NC1=O (stereo not given) | 31.5%[activator] | -3.0% | . | . | -14.4% | . | . | -2.1% | .
O=C(NCC1CC1)c1onc(CSc2ccccc2)c1C(=O)NCC1CC1 | 34.6%[activator] | 5.9% | . | . | -8.2% | . | . | 17.2% | .
Cc1cc(NS(=O)(=O)c2ccc(NC(=O)C3CCCCC3)cc2)no1 | -12.3% | 5.2% | -5.7% | -39.1% | 10.2% | -0.1% | -3.0% | -4.9% | 71.4%[activator]
CC(Oc1ccc(F)cc1)C(=O)NN (stereo not given) | -0.4% | 1.8% | 3.9% | 5.3%[59 µM] | -15.7% | -11.4% | 5.0% | -14.7% | -7.9%
